# KB-V1 cytotox: kills drug-selected multidrug resistant KB-V1 cells; KB-V1 MDR cells viability, CellTiter-Glo, 72 h; Potency, µM (top dose mostly 46.1 µM), inactives show top-dose activity change, negative = cytotoxicity, usual class: cytotoxic; 400,000 compounds, 3.4% hits; AID 1347076; also: potency is read from the fitted curve at half-maximal effect; % is scaled to controls: 0 for no effect and ±100 for the full control effect; nearly all actives have a fitted effect of over 60% in size
#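 qHTS viability screen in drug-selected KB-V1 MDR cells: 72 h compound treatment at 37 degrees C, ATP luminescence end point.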
# HT1080 IDH1KD tx: HT-1080 IDH1 knockdown cell toxicity (counter line); HT-1080 IDH1 knockdown viability, ATP luminescence, 48 h; AID 686971; 360,000 compounds, 2% hits; Potency, µM (titrated, usually from 46.1 µM), for the others: at the highest dose activity, negative = toxicity, usual class: cytotoxic;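 also: potency is read from the fitted curve at half-maximal effect; 0% = DMSO wells and -100% = cell-free medium wells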
#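 % activity derives from luminescence (CellTiter-Glo), normalised to DMSO and no-cell wells. HT-1080-IDH1KD cells, 750/well, had 48 h compound exposure at 37 °C.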
# S2 tox: reduces viability in counter-screen for ATXN expression inhibitors | S2 cells (HEK-293 line with an ATXN2-luciferase reporter) viability, CellTiter-Fluor protease fluorescence, 24 h | Potency, µM (highest dose often 56.7 µM), actives largely listed as cytotoxic | 400,000 compounds, 0.49% hits | AID 651635; also: potency is read from the fitted curve at half-maximal effect; nearly all actives have a fitted effect of over 40% in size
# IL1B secr inh: inflammasome signaling inhibition, IL-1 beta readout; 360,000 compounds, 4.7% hits; THP-1 LPS/ATP IL-1B secretion, AlphaLISA, 16 h; hits give low values; activity change, % at 57.5 µM; in the data active = activity change below about -50%; inconclusive = mostly about -30% to -49%; also: % is scaled to controls: 0 for no effect and ±100 for the full control effect
#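 THP-1 cells pretreated 1 hr with compounds (up to 57.5 uM final), then stimulated with LPS (250 ng/mL final) plus ATP (1.25 mM final); secreted IL-1B measured by AlphaLISA after 16 hr, decreased signal indicating inhibition.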
# HT1080NT lethal: kills 2HG-producing HT-1080-NT fibrosarcoma cells. Potency, µM (top dose mostly 46.1 µM), inactives show at the highest dose activity, negative = less viability, most hits filed as cytotoxic. 360,000 compounds, 1.6% hits. HT-1080-NT fibrosarcoma viability, CellTiter-Glo ATP luminescence, 48 h;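 also: NT is the 2HG producing partner of a matched IDH1 knockdown line; potency is read from the fitted curve at half-maximal effect; 0% = DMSO-treated cells and -100% = media-only wells without cells; nearly all actives have a fitted effect of over 55% in size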
#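 Viability of the 2HG-overproducing fibrosarcoma line after 48 hours of compound exposure at 37 degrees C was determined by luminescence with CellTiter-Glo, and concentration-effect curves were then fitted and categorized.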
# KB-3-1 cytotox: KB-3-1 parental cell cytotoxicity | KB-3-1 viability, CellTiter-Glo ATP luminescence, 72 h | Potency, µM (top dose mostly 46.1 µM), for inactives: at the top dose activity change, negative = cytotoxic, most hits filed as cytotoxic | 400,000 compounds, 1.4% hits | AID 1347075; also: potency is read from the fitted curve at half-maximal effect; % is scaled to controls: 0 for no effect and ±100 for the full control effect; nearly all actives have a fitted effect of over 60% in size
#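 72 h, 37 °C compound treatment of KB-3-1 parental cells; CellTiter-Glo added, 10 min, luminescence read. Data corrected against DMSO-only plates and normalized before curve fitting.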
# ATXN2 expr inh: ATXN2 expression inhibition. 360,000 compounds, 0.72% hits. Potency, µM (titrated, usually from 57 µM), inactives show at the top dose activity change, negative = inhibition, most hits filed as inhibitors. HEK-293 ATXN2-luciferase reporter, luminescence, 24 h; also: potency is read from the fitted curve at half-maximal effect; % is scaled to controls: 0 for no effect and ±100 for the full control effect; nearly all actives have a fitted effect of over 55% in size
#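 qHTS (up to 57 uM final) was run with 24 h compound exposure of reporter cells at 37 °C. Each well was multiplexed: SteadyGlo luminescence measured ATXN2-luciferase expression after a fluorogenic Gly-Phe-AFC viability readout (25 uM final).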
# MCF10A rereplic: induces DNA re-replication in MCF 10a normal breast cells; MCF 10A DNA re-replication, Hoechst nuclear intensity, 48 h; Potency, µM (doses to about 46.1 µM), inactives show top-dose activity, positive = re-replication, hits mostly activators; 350,000 compounds, 2.9% hits; AID 624296; also: potency is read from the fitted curve at half-maximal effect; % of control where 0% means no effect; nearly all actives have a fitted effect of over 50% in size
# SW480 rereplic: inducers of DNA re-replication in SW480 colon cancer cells | AID 624297 | SW480 DNA re-replication, Hoechst DNA content imaging, 48 h | Potency, µM (series often up to 46.1 µM), for the others: top-dose re-replication activation, hits mostly activators | 340,000 compounds, 1.8% hits; also: potency is read from the fitted curve at half-maximal effect; % of control where 0% means no effect; nearly all actives have a fitted effect of over 55% in size
#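 Compounds, transferred as 23 nL by pin tool, were incubated with cells for 48 hr; DNA content per nucleus was then quantified by Hoechst staining and fluorescence plate imaging.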
# An asterisk follows results filed as active; i = inactive; u = inconclusive; x = not tested or not shown; & = joins results of further samples; [ ] = dose if it differs, or a comment. Unless noted, calls follow the shape of the dose curve; as a rule, active = well fitted curve in the direction sought with a large enough effect; inconclusive = small, poorly fitted or top-dose-only effect, or another doubt; inactive = no such curve, though single readings can be large; an effect the other way counts as inactive or inconclusive.
nr	molecule	HT1080NT lethal	ATXN2 expr inh	S2 tox	SW480 rereplic	HT1080 IDH1KD tx	IL1B secr inh	MCF10A rereplic	KB-V1 cytotox	KB-3-1 cytotox
1	O=C(N=C1SC2CS(=O)(=O)CC2N1c1c(Cl)cccc1Cl)C1CC1 (stereo not given)	12%	11%	i	-2%	0%	42	-1%	3%	12%
2	Nn1c(SCC(=O)N2CCCC2)nnc1-c1cccs1	0%	x	i	x	0%	-9	x	26%	-3%
3	CN(Cc1nc(-c2cnccn2)no1)Cc1n[nH]c2c1CCCCC2	-5%	8%	i	-3%	-1%	12	0%	-6%	-3%
4	O=C(NCCN1C(=O)S/C(=C\c2ccc(Cl)cc2Cl)C1=O)C1=COCCO1	u	20%	i	u	u	u	13µM*	u	u
5	O=C(CC(C(=O)O)P(=O)(c1ccccc1)c1ccccc1)c1ccc(Br)cc1 (stereo not given)	6%	12%	i	3%	0%	42	-3%	22%	11%
6	CC(C)CNC(=O)CSc1nnc(-c2cccc(S(=O)(=O)N3CCCCC3)c2)o1	1%	-1%	i	3%[9.22 µM]	-8%	-13	-1%	0%	12%
7	CN(Cc1ccccc1)C(=O)COC(=O)CCN1C(=O)C2CC=CCC2C1=O (stereo not given)	9%	13%	i	-1%	5%	-13	-1%	0%	6%
8	COc1ccc(/C=C2\SC(=N)N(c3nccs3)C2=O)cc1OC	u	11µM*	u	12µM*	u	-1	10µM*	-28%	u
9	C/C(=N\NS(C)(=O)=O)c1ccccc1	11%	-2%	i	-6%	6%	-7	1%	3%	18%
10	COCC(=O)N(CCc1ccc(OC)cc1)Cc1nc2ccccc2c(=O)[nH]1	-1%	7%	i	u	-1%	0	u	2%	15%
11	O=C(CNC(=O)N1CC(=O)Nc2ccccc21)NCc1ccccc1	-1%	12%	i	u	1%	65	1%	16%	0%
12	COc1cc2c(cc1C=O)OC(C)C2 (stereo not given)	4%	6%	i	-5%	-6%	-28	5%	4%	-13%
13	CCOC(=O)CCc1c(C)nc2cc(-c3ccc(Cl)cc3)[nH]n2c1=O	11%	0%	i	-6%	8%	-13	-2%	-17%	1%
14	CC(=O)Cn1c2ccccc2n2nc(CCC(=O)O)c(=O)nc12	2%	1%[11.3 µM]	i	-27%	26%	16	9%	3%	4%
15	CC1CCCCC1NC(=O)COC(=O)c1ccc2ncsc2c1 (stereo not given)	4%	6%	i	-12%	7%	1	-3%	-12%	0%

# For reference, part of the list above:
nr	molecule	HT1080NT lethal	ATXN2 expr inh	S2 tox	SW480 rereplic	HT1080 IDH1KD tx	IL1B secr inh	MCF10A rereplic	KB-V1 cytotox	KB-3-1 cytotox
1	O=C(N=C1SC2CS(=O)(=O)CC2N1c1c(Cl)cccc1Cl)C1CC1 (stereo not given)	12%	11%	i	-2%	0%	42	-1%	3%	12%
2	Nn1c(SCC(=O)N2CCCC2)nnc1-c1cccs1	0%	x	i	x	0%	-9	x	26%	-3%

# Further records:
nr	molecule	HT1080NT lethal	ATXN2 expr inh	S2 tox	SW480 rereplic	HT1080 IDH1KD tx	IL1B secr inh	MCF10A rereplic	KB-V1 cytotox	KB-3-1 cytotox
16	O=C(CSc1nnc(-c2ccccc2)o1)Nn1cnnc1	0%	7%	i	3%	2%	8	4%	-5%	-2%
17	CC1CCN(c2ccc(NC(=O)Cc3ccccc3)cc2)CC1	-1%	-3%	i	2%	-1%	-19	0%	-10%	7%
18	CCOc1ccc(S(=O)(=O)NCc2ccccc2Cl)cc1C(N)=O	2%	-4%	i	-8%	-9%	-58*	-1%	u	-12%&-24%
19	Cc1cc(C)cc(NC(=S)NCc2cccs2)c1	-9%	14%	i	-9%	-1%	0	3%	-25%	0%
20	Cc1c(C(=O)O)c(=S)sn1CCOc1ccccc1	1%	3%	i	-2%	0%	11	4%	u	2%
21	O=C(Cc1ccc(Cl)cc1)c1ccc(O)cc1	1%	47%[activator]	i	2%	0%	12	-2%	-11%	0%
22	CCN1CCN(c2ccc(S(=O)(=O)N3CCOCC3)cc2NC(=O)C(C)Oc2ccc(Cl)cc2)CC1 (stereo not given)	-19%	-18%	i	-21%	-2%	-8	16%	-7%	-6%
23	O=S(=O)(c1ccccc1)N1CCN(C/C=C/c2ccccc2)CC1	-12%	-15%	i	-4%	-21%	-2	8%	-20%	-4%
24	CCOc1ccc(C(=O)COC(=O)CC)cc1	0%	-2%	i	11%	-3%	-13	7%	-16%	0%
25	O=C(NC1CCCc2ccccc21)c1cncc(Br)c1 (stereo not given)	0%	-8%	i	2%	1%	26	u	-4%	-5%
26	CCN(CC)C(=O)CNC(=O)c1nn(-c2ccc(OC)c(Cl)c2)c(=O)c2ccccc12	-12%	-2%	i	-4%	-3%	23	0%	-11%	8%
27	COc1ccccc1Oc1c(C)oc2c(CN(C)C)c(O)ccc2c1=O	-1%	-5%	i	-4%	-1%	-1	-1%	-24%	-11%
28	CSc1ccc(/C=C/C(=O)NC(=O)c2ccccc2O)cc1	4%	0%	u	-3%	2%	-16	u	u	4%
29	Cc1c(C(=O)Nc2ccc(N3CCOCC3)cc2)cccc1[N+](=O)[O-]	3%	8%	i	-2%	7%	-7	2%	-14%	4%
30	COc1ccc(NC(=O)/C(C#N)=C/c2ccc(C)o2)cc1	x	62%[activator]	i	x	x	x	x	-21%	9%

# Full records as entered above.
# CCOc1ccc(C(=O)COC(=O)CC)cc1 is listed as HT1080NT lethal = 0%; ATXN2 expr inh = -2%; S2 tox = i; SW480 rereplic = 11%; HT1080 IDH1KD tx = -3%; IL1B secr inh = -13; MCF10A rereplic = 7%; KB-V1 cytotox = -16%; KB-3-1 cytotox = 0%
# O=C(NC1CCCc2ccccc21)c1cncc(Br)c1 (stereo not given) is listed as HT1080NT lethal = 0%; ATXN2 expr inh = -8%; S2 tox = i; SW480 rereplic = 2%; HT1080 IDH1KD tx = 1%; IL1B secr inh = 26; MCF10A rereplic = u; KB-V1 cytotox = -4%; KB-3-1 cytotox = -5%
# CN(Cc1ccccc1)C(=O)COC(=O)CCN1C(=O)C2CC=CCC2C1=O (stereo not given) is listed as HT1080NT lethal = 9%; ATXN2 expr inh = 13%; S2 tox = i; SW480 rereplic = -1%; HT1080 IDH1KD tx = 5%; IL1B secr inh = -13; MCF10A rereplic = -1%; KB-V1 cytotox = 0%; KB-3-1 cytotox = 6%

# (listing goes on)
nr	molecule	HT1080NT lethal	ATXN2 expr inh	S2 tox	SW480 rereplic	HT1080 IDH1KD tx	IL1B secr inh	MCF10A rereplic	KB-V1 cytotox	KB-3-1 cytotox
31	O=C(Nc1ccccn1)Nc1ccccc1[N+](=O)[O-]	-19%	50%[activator]	i	-5%	-1%	44	5%	-29%	-10%
32	C[C@H]1CN(c2ccccc2)C(=O)[C@@H]1CC(=O)Nc1ccc(Br)cc1	-5%	-11%	i	x	-3%	-8	x	-4%	9%
33	Cc1ccc(OCC(=O)NCCO)c(Br)c1	4%	36%	i	-3%	3%	2	-4%	1%	-1%
34	O=C(CNS(=O)(=O)c1ccc(F)cc1)N1CCN(c2ccccc2)CC1	-3%	1%	i	1%	1%	-2	0%	u	-16%
35	COc1ccc(CCNC(=O)c2c(C)nn(CC(C)C)c2Cl)cc1	0%	7%	i	-3%	-3%	-3	3%	u	-25%
36	CSc1cccc(NS(=O)(=O)c2cn(C)c(C)n2)c1	x	2%	i	x	x	x	x	2%	0%
37	CN(C)C(CNC(=O)CCCOc1ccccc1)c1ccco1 (stereo not given)	0%	29%	i	0%	7%	46	7%	4%	4%
38	Cc1ccc2[nH]c3c(=O)n(CC(=O)NCc4ccco4)ncc3c2c1	-6%	5%	i	-4%	-3%	-12	-7%	-6%&0%	-1%&1%
39	COc1ccc(N2CCN(C(=O)CCC(=O)N3Cc4ccccc4Oc4ncccc43)CC2)cc1	-12%	-25%	i	-1%	9%	-13	-14%	15%	-21%
40	Cc1ccccc1CSc1ncc(Cl)c(C(=O)Nc2nc3ccc(F)cc3s2)n1	x	0%	i	x	x	x	x	28%	-1%
41	CCCNC(=O)NCCc1c(C)[nH]c2ccccc12	1%	4%	i	-8%	8%	13	-1%	-5%	27%
42	COc1cccc(C(=O)Nc2ccc(-c3nc4ccc(C)cc4s3)cc2)c1OC	x	6%	i	x	x	x	x	0%	5%
43	CCOc1ccc(CCNC(=O)c2nnc(Cc3ccc(Cl)cc3Cl)o2)cc1OCC	x	-4%	i	x	x	x	x	-11%	1%
44	CCOC(=O)c1c(-c2ccc(C)cc2)csc1NC(=O)c1ccc(N2C(=O)CCC2=O)cc1	0%	-5%	i	0%	-6%	15	0%	5%	-3%
45	O=C(NCCCN1CCCCC1)c1ccc2c(c1)NC(=O)C(N1CCOCC1)S2 (stereo not given)	13%	-12%	i	2%	-4%	15	7%	2%	4%
46	CC(=O)NC(CC(=O)Nc1nc(-c2ccccc2)c(C(C)=O)s1)c1ccccc1 (stereo not given)	-4%	-11%	i	u	-11%	-11	u	u	-7%
47	CNC(=O)c1ccc(N(Cc2ccccc2)S(C)(=O)=O)cc1	1%	-9%	u	2%	6%	13	1%	11%	-1%
48	COc1ccc(NC(=O)COC(=O)C23CC4CC(CC(NC(C)=O)(C4)C2)C3)cc1S(=O)(=O)N1CCOCC1	-1%	1%	i	-3%	2%	7	-2%	7%	19%
49	Cc1nnn(-c2nonc2N)c1C(=O)N/N=C/c1ccccc1O	6.5µM*	-24%	i	2.6µM*	8.2µM*	31	-4%	u	u
50	Cc1[nH]n(-c2ccccc2)c(=O)c1C(=O)c1cccc(F)c1	u	x	u	-8%	-4%	19	12%	u	u
51	COc1ccc(-c2cc(NCc3ccccn3)n3ncnc3n2)cc1	-15%	x	i	-2%	-12%	0	0%	8%	3%

# Screens (PubChem BioAssay)
